bovine MsrA act: activates bovine MsrA enzyme | purified bovine MsrA, absorbance read-out | activation, % at 10.6 µM | 360,000 tested, 0.3% active | AID 602163; in the data active = activation above about 7.5%;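 note: 0% = vehicle and 100% = reference activator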
MT1-MMP act inh: blocks activation of human MT1-MMP. P50281. HT1080 RFP-PRO-GFP cells, GFP/RFP ratio fluorescence, overnight; percent of plate control window, DMSO zero. GFP/RFP ratio change, % at 20 µM. 360,000 tested, 0.061% active. AID 651647;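 active = GFP/RFP ratio change of at least 30% with cell ATP level not reduced by more than half and red fluorescence within 50% of control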; note: strong numbers were not always called active
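Material – HT1080 RFP-PRO-GFP cells · Control set – DMSO wells and RFP-L50D-GFP cells · Incubation – overnight cell settling, then overnight compound exposure, 37 °C, 5% CO2 · Compound dosing – single-point 20 µM compound, 1% DMSO · Read-out – GFP/RFP fluorescence ratio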
NRP1-CendR mod: alters CendR peptide binding to human NRP-1; AID 602438; 360,000 tested, 0.85% active; inhibition, % at 25 µM; FAM-RPARPAR peptide binding to NRP-1, fluorescence polarization; O14786;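 active = inhibition or corrected inhibition above about 18%, plus a signal ratio from 0.5 to 1.5, limit read from the data, passing the limit was not always enough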; note: strong numbers were not always called active
Target sequence (O14786 whole entry, looked up): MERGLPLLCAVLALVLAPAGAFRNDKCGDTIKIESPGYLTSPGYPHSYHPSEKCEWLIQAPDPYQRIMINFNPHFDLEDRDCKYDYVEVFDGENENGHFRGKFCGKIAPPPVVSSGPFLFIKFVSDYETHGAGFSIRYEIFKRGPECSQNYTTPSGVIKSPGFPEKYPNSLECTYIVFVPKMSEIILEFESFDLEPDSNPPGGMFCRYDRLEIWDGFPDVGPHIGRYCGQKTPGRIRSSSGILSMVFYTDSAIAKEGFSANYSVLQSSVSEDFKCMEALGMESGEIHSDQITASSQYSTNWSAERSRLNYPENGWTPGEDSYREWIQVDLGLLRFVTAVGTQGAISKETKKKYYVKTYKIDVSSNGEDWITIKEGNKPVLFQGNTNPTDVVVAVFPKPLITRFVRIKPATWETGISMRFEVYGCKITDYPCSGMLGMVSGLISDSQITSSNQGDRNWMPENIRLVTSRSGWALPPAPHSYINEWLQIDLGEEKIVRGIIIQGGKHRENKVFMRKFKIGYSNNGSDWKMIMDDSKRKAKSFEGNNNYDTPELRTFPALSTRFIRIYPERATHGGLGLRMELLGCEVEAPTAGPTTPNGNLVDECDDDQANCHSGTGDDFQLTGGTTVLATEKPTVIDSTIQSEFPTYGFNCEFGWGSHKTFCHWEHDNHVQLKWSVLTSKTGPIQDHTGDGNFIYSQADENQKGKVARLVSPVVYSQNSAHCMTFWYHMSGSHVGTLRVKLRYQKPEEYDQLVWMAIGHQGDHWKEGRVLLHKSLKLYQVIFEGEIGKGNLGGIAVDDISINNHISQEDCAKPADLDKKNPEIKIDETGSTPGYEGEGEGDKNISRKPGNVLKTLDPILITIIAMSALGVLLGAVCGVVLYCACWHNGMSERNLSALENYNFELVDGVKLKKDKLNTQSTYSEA
MLLE-PAM2 inh: blocks PAM2 peptide binding to the PABP1 MLLE domain. P11940. GST-MLLE / FITC-PAM2 fluorescence polarization. inhibition, % at 20 µM. 360,000 tested, 0.36% active. AID 588489; in the data active = inhibition above about 35%, passing the limit was not always enough;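 note: plate controls were DMSO wells with GST-MLLE for no effect and wells lacking GST-MLLE protein for full effect; some results filed as inactive read as strong as hits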
E coli Lon inh: inhibitors of E. coli Lon protease; purified E. coli Lon protease, fluorescence polarization; 360,000 tested, 0.42% active; inhibition, % at 7.94 µM; P0A9M0; in the data active = inhibition above about 13%, passing the limit was not always enough;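 note: 0% = enzyme with probe and DMSO and 100% = no enzyme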
FAS TE block: inhibitors of human fatty acid synthase thioesterase domain; P49327; recombinant FAS-TE, OMFH fluorogenic substrate, fluorescence endpoint; inhibition, % at 15 µM; 360,000 tested, 0.67% active; AID 602261;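 active = compounds whose normalised, plate-corrected inhibition of enzyme fluorescence in the single-dose primary screen is 50% or more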;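 note: 0% = DMSO with enzyme and 100% = substrate without enzyme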
Rin1 Abl inh: inhibitors of human Rin1-Abl protein interaction. 360,000 tested, 0.4% active. P00519+Q13671. inhibition, % at 7.35 µM. TR-FRET Rin1/Abl binding, biochemical; in the data active = inhibition above about 5%, passing the limit was not always enough
SKN-1 block: blocks SKN-1 activity in C. elegans. AID 624304. inhibition, % at 21.8 µM. C. elegans VP596 Pgst-4::GFP/RFP ratio, acrylamide-induced, 24 h. 360,000 tested, 0.49% active;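 active = interference check ratio from 0.5 to 1.5 plus GFP to RFP signal ratio inhibition reaching or exceeding a fixed threshold, cut at about 30% in these data, passing the limit was not always enough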; note: some compounds called inactive have numbers as strong as hits
Neddylation inh: cullin neddylation inhibition; AID 651699; TR-FRET cullin neddylation, biochemical; calls only at 25 µM; 360,000 tested, 0.58% active; in the data active = inhibition above about 36%
An asterisk follows results filed as active; i = inactive; x = not tested or not shown.

SMILES	bovine MsrA act	MT1-MMP act inh	NRP1-CendR mod	MLLE-PAM2 inh	E coli Lon inh	FAS TE block	Rin1 Abl inh	SKN-1 block	Neddylation inh
O=C(Nc1ccc2c(c1)OCCO2)C1CCN(c2ncccn2)CC1	-9	3	0	6	-8	0	-3	13	i
Cn1c(C2=C(O)CN(c3ccc4c(c3)OCCO4)C2=N)nc2ccccc21	-8	2	21	-8	9	-8	3	-4	i
COc1ccc(C2NC(=S)N(c3ccccc3)C(C)=C2C(=O)Nc2ccccc2)cc1 (centres undefined)	-11	-1	-4	10	-1	-6	-1	5	i
NC(=O)COC(=O)/C=C/c1ccc(S(=O)(=O)N2CCCCCC2)cc1	-2	-1	-11	-13	-4	-4	-10	10	i
COc1ccc(-c2nnc(SCc3c(C)noc3C)n2N)cc1OC	-1	-4	-9	-115	-4	-2	3	9	i
COc1ccc(OCCCC(=O)OC(C)C(=O)Nc2ccc(NC(C)=O)cc2)cc1 (centres undefined)	-3	-2	7	-20	2	-3	-5	4	i
O=C(COC(=O)c1cccnc1Cl)c1ccc(OC(F)F)cc1	-3	1	7	10	-5	6	0	-24	i
COc1ccc(CN2C(=NC(=O)c3ccccc3)SC3CS(=O)(=O)CC32)cc1OC (centres undefined)	-1	3	3	15	2	7	1	10	i
CC(C)CC1NC(=O)c2cc3ccccc3cc2-n2c1nc1cc(Cl)ccc1c2=O (centres undefined)	-7	-9	-13	5	-2	82*	-2	-5	i
CCC1C(=O)CC(c2ccccc2)NC1c1ccccc1 (centres undefined)	-3	-1	6	-6	-6	3	5	-10	i
N/C(=N\N=C\c1ccc(O)cc1)c1nonc1N	-2	1	4	1	5	3	-3	3	i
Cc1ccc(S(=O)(=O)N2CCCCC2)cc1NC(=O)c1ccncc1	-3	0	-9	-7	-7	-6	1	0	i
Cc1cc(OCC(=O)NCCCN2CCOCC2)c2c(C)c(C)c(=O)oc2c1	-7	4	2	15	1	-2	0	11	x
Nc1nonc1C(=O)NCCNC(=O)c1cccc(Cl)c1	-12	4	-5	-20	5	-1	1	-13	i
CC(=O)Nc1ccc(S(=O)(=O)N2CCN(S(=O)(=O)N3CCCCC3)CC2)cc1	-3	-2	4	-1	0	-7	0	3	i
Cc1cc(OC(C)C(=O)NNC(=O)Nc2ccc(F)cc2F)cc(C)c1Cl (centres undefined)	-1	0	11	14	1	7	-3	-13	i
CC(=O)Oc1ccc(-c2nc3c(C)cccc3c(=O)o2)cc1	0	0	8	11	-3	9	-3	20	i
O=C(O)CCc1ccc(-c2cccs2)n1-c1ccc(C(=O)O)cc1	-6	-4	-76	9	-10	-1	5	10	i
CC1CCCCC12NC(=O)N(CC(=O)N1CCN(S(=O)(=O)c3cccs3)CC1)C2=O (centres undefined)	-2	-1	-4	-3	-4	-6	1	29	i
COC(=O)c1ccc(NC(=O)C2CC(=O)OC2c2ccccc2)cc1 (centres undefined)	-3	-1	2	-3	-2	1	3	15	i

Rewritten with two lines to a compound: part of the list above.
The line under a structure holds: bovine MsrA act, MT1-MMP act inh, NRP1-CendR mod, MLLE-PAM2 inh, E coli Lon inh, FAS TE block, Rin1 Abl inh, SKN-1 block, Neddylation inh
- COc1ccc(-c2nnc(SCc3c(C)noc3C)n2N)cc1OC
→ -1, -4, -9, -115, -4, -2, 3, 9, i
- COc1ccc(OCCCC(=O)OC(C)C(=O)Nc2ccc(NC(C)=O)cc2)cc1 (centres undefined)
→ -3, -2, 7, -20, 2, -3, -5, 4, i
- O=C(COC(=O)c1cccnc1Cl)c1ccc(OC(F)F)cc1
→ -3, 1, 7, 10, -5, 6, 0, -24, i
- COc1ccc(CN2C(=NC(=O)c3ccccc3)SC3CS(=O)(=O)CC32)cc1OC (centres undefined)
→ -1, 3, 3, 15, 2, 7, 1, 10, i
- CC(C)CC1NC(=O)c2cc3ccccc3cc2-n2c1nc1cc(Cl)ccc1c2=O (centres undefined)
→ -7, -9, -13, 5, -2, 82*, -2, -5, i
- CCC1C(=O)CC(c2ccccc2)NC1c1ccccc1 (centres undefined)
→ -3, -1, 6, -6, -6, 3, 5, -10, i
- N/C(=N\N=C\c1ccc(O)cc1)c1nonc1N
→ -2, 1, 4, 1, 5, 3, -3, 3, i
- Cc1ccc(S(=O)(=O)N2CCCCC2)cc1NC(=O)c1ccncc1
→ -3, 0, -9, -7, -7, -6, 1, 0, i
- Cc1cc(OCC(=O)NCCCN2CCOCC2)c2c(C)c(C)c(=O)oc2c1
→ -7, 4, 2, 15, 1, -2, 0, 11, x
- Nc1nonc1C(=O)NCCNC(=O)c1cccc(Cl)c1
→ -12, 4, -5, -20, 5, -1, 1, -13, i
- CC(=O)Nc1ccc(S(=O)(=O)N2CCN(S(=O)(=O)N3CCCCC3)CC2)cc1
→ -3, -2, 4, -1, 0, -7, 0, 3, i
- Cc1cc(OC(C)C(=O)NNC(=O)Nc2ccc(F)cc2F)cc(C)c1Cl (centres undefined)
→ -1, 0, 11, 14, 1, 7, -3, -13, i
- CC(=O)Oc1ccc(-c2nc3c(C)cccc3c(=O)o2)cc1
→ 0, 0, 8, 11, -3, 9, -3, 20, i
- O=C(O)CCc1ccc(-c2cccs2)n1-c1ccc(C(=O)O)cc1
→ -6, -4, -76, 9, -10, -1, 5, 10, i
- CC1CCCCC12NC(=O)N(CC(=O)N1CCN(S(=O)(=O)c3cccs3)CC1)C2=O (centres undefined)
→ -2, -1, -4, -3, -4, -6, 1, 29, i
- COC(=O)c1ccc(NC(=O)C2CC(=O)OC2c2ccccc2)cc1 (centres undefined)
→ -3, -1, 2, -3, -2, 1, 3, 15, i

Continuation.
SMILES	bovine MsrA act	MT1-MMP act inh	NRP1-CendR mod	MLLE-PAM2 inh	E coli Lon inh	FAS TE block	Rin1 Abl inh	SKN-1 block	Neddylation inh
CC(C)(OC(=O)c1ccc(C(F)(F)F)cc1)c1cc2ccccc2c(=O)o1	0	2	6	7	-9	27	1	-2	i
CCCCSc1n[nH]c(N)n1	-3	5	3	2	13	-14	4	8	i
O=C(CSC1=NCCS1)NCc1ccco1	-4	-4	-2	30	-3	-3	0	2	i
C(=C\c1ccccc1)/CNn1cnnc1	-3	2	-7	4	-1	-11	-1	13	i
NC(=O)c1cc(C(=O)c2ccccc2Cl)c[nH]1	-5	-1	10	11	-8	-5	2	-9	i
CCn1cc(/C=N\NC(=O)Cc2ccc(Cl)cc2)cn1	-4	0	-5	2	-8	-9	4	9	i
O=C(NC1CCCC1)C1C(c2ccccc2)=Nc2ccccc2N1C(=O)c1cc(Cl)cc(Cl)c1 (centres undefined)	x	-32	0	x	x	x	x	17	i
O=C(NCCCn1ccnc1)c1cc2ccccc2oc1=O	-1	3	-6	-1	3	-4	0	8	i
Cc1ccc(C(=O)CSc2nc(C)cc(=O)[nH]2)cc1	1	2	-1	24	8	-9	1	15	i
CSc1ncccc1C(=O)OCc1ccccc1Cl	-8	3	6	4	-2	11	2	-5	i

Record cards, from the list above:
Profile of CC(=O)Nc1ccc(S(=O)(=O)N2CCN(S(=O)(=O)N3CCCCC3)CC2)cc1 → bovine MsrA act: -3; MT1-MMP act inh: -2; NRP1-CendR mod: 4; MLLE-PAM2 inh: -1; E coli Lon inh: 0; FAS TE block: -7; Rin1 Abl inh: 0; SKN-1 block: 3; Neddylation inh: i
Profile of CC(=O)Oc1ccc(-c2nc3c(C)cccc3c(=O)o2)cc1 → bovine MsrA act: 0; MT1-MMP act inh: 0; NRP1-CendR mod: 8; MLLE-PAM2 inh: 11; E coli Lon inh: -3; FAS TE block: 9; Rin1 Abl inh: -3; SKN-1 block: 20; Neddylation inh: i

Following part.
SMILES	bovine MsrA act	MT1-MMP act inh	NRP1-CendR mod	MLLE-PAM2 inh	E coli Lon inh	FAS TE block	Rin1 Abl inh	SKN-1 block	Neddylation inh
O=C(O)C1CSC2c3ccccc3C(=O)N12 (centres undefined)	-2	0	-1	13	-2	-10	2	8	i
Cc1ccc(S(=O)(=O)NCc2nc3ccccc3[nH]2)cc1	-4	5	2	17	-6	-10	0	-5	i
Cc1sc2c(c1C)C(=O)/C(=C\Nc1ccccn1)S(=O)(=O)N2C	-3	1	-6	12	0	8	1	17	i
CC(C)CNS(=O)(=O)c1ccc(CCC(=O)O)cc1	2	5	-3	-4	-6	-1	-5	-20	i
O=C(CN(c1ccccc1Cl)S(=O)(=O)c1ccccc1)N/N=C/c1ccccc1C(=O)O	-6	6	9	-6	-3	-4	1	-9	i
O=C(CCSCc1ccccc1F)NCc1ccc(F)cc1	2	8	7	6	2	-1	0	-3	i
Cc1nc(SCC(=O)N2CCC(Cc3ccccc3)CC2)[nH]c(=O)c1C	-1	2	-8	13	-11	0	2	7	i
CC(C)=CCC/C(C)=C/C(N)=O	1	1	15	5	0	-1	-1	-2	i
C/C=C/c1ccc(OCC(=O)Nc2ccc(OC)c(OC)c2)c(OC)c1	-1	3	3	14	-4	10	0	13	i
CCCCNC(=O)CNC(=S)N(Cc1ccccc1)Cc1cccs1	-1	-7	17	-136	1	5	-5	-4	i
COCCn1c(=S)[nH]c2cc(C(=O)NC(C)C)ccc2c1=O	-4	4	1	-56	-8	-12	3	1	i
O=C(NCc1ccco1)c1ccccc1-c1ccc(C(F)(F)F)cc1	-2	-6	6	-4	-10	12	0	-7	i
COC(=O)c1nnn(-c2ccccc2)c1N	-1	3	3	13	4	-5	1	2	i
CC(=O)Nc1ccc(-c2csc(NC(=O)C3=COCCO3)n2)cc1	-3	2	-9	27	-7	-3	-4	5	i
COc1cccc2c3cccc(OC)c3c3[nH]cnc3c12	-2	13	-2	-53	-17	-3	33*	30	i
CCN(CC)c1ccc2nc3ccc(N)cc3[n+](-c3ccccc3)c2c1	4	70	9	77	170*	-9	-52	89	i
COC(=O)Cc1c(C)nc2nc(NCc3ccccc3OC)[nH]n2c1=O	0	3	15	-2	-1	-5	-1	-3	i
CCC(=O)Nc1nc(=S)ss1	-7	-1	-9	13	1	-12	1	-26	i
O=C(NC(=S)Nc1ccc(Cl)cn1)c1cccs1	-2	-1	12	35	-2	0	1	9	i
CCCSC1=C(C#N)C(c2cccs2)CC(=O)N1 (centres undefined)	-3	5	0	28	0	-3	-4	0	i
CC(=O)Nc1cccc(-c2cc(NC(C)=O)c3ncc(-c4ccccc4)n3c2)c1	-3	1	-12	20	-4	10	-6	12	i
CCc1nc2ccccc2c(C(=O)NCc2ccc(OC)cc2)c1C	-2	-2	-11	-8	3	0	-4	-11	i
COc1cc(/C=N/Nc2nn3cnnc3c3ccccc23)ccc1O	-2	1	0	-3	4	-2	0	12	i
CCOC(=O)CNC(=O)C12CC3CC(C1)CC(c1ccc(C)cc1)(C3)C2	-3	2	3	-4	-17	3	1	-9	i
N#Cc1nc(N2CCOCC2)nc(N2CCOCC2)n1	-3	2	-8	8	0	-4	-1	36*	i
CCOC(=O)CC(NC(=O)Cn1nnc(-c2ccccc2F)n1)c1ccc(OC)cc1 (centres undefined)	-1	0	3	6	4	5	1	1	i
O=C(CCC(=O)OCc1ccc([N+](=O)[O-])cc1Cl)Nc1ccccc1	-3	-2	11	12	-1	4	-4	8	i
CN(C)CCCNc1nc2sc3c(c2c(=O)n1CCc1ccccc1)CCCCC3	0	-8	7	19	2	49	-2	8	i
O=C(Oc1ccc(C(=S)N2CCOCC2)cc1)c1ccccc1[N+](=O)[O-]	-3	0	1	17	0	10	0	-1	i
O=C1C2CCCN2C(=O)N1CCCN1CCN(c2cccc(Cl)c2)CC1 (centres undefined)	4	3	3	15	0	-11	0	-3	i
O=C(CSc1nnc(C2CC2)n1-c1ccccc1)Nc1ccc(N2CCOCC2)cc1	3	-1	5	-10	-9	1	0	-8	i
CC(=O)N1CCN(C(=O)c2ccc(S(=O)(=O)Nc3ccccc3Cl)cc2)CC1	-6	3	8	3	-5	-1	0	7	i
O=c1cc(CN(Cc2ccccc2)Cc2ccccc2)c2ccccc2o1	-5	0	7	-15	-2	22	1	0	i
Cc1cc(NC(=O)c2cccc(S(=O)(=O)N3CCC(C)CC3)c2)no1	-5	4	14	-4	-8	5	5	19	i
